# From PubChem
# M5 PAM: CHRM5 positive allosteric modulation. AID 624038. activation, % at 3 µM. CHO-K1 hM5, Fluo-8 calcium, ACh EC20 PAM; 0% = ACh EC20, 100% = ACh EC100. actives 0.3% (n = 360,000). P08912;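 active = activation above the run cutoff, the mean activation of all test compounds plus 3 SD, cut at about 18% in these data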
# Target sequence (P08912 whole entry, looked up): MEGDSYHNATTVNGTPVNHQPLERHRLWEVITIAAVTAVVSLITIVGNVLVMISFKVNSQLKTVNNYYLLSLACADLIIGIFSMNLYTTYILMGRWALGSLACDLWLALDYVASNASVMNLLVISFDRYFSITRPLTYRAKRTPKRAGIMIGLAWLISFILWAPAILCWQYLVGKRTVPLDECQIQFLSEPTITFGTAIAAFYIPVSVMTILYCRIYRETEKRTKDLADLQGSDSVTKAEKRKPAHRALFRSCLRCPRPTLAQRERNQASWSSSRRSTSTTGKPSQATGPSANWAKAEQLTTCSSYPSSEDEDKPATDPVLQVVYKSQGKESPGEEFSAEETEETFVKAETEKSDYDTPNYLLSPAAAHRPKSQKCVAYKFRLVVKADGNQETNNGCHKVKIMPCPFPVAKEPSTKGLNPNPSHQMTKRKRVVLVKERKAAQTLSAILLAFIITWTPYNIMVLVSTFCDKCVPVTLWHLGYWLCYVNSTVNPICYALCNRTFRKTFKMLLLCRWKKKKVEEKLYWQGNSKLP
#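 Probe or stimulus: acetylcholine, EC20 level; Assay system: human M5 receptor in CHO-K1 cells; Schedule: compound preincubation 140 s before EC20 acetylcholine addition; Technique: intracellular calcium via Fluo-8 fluorescence; Dosing: single-point, 3 µM nominal; Read-out basis: percent activation from peak-over-basal fluorescence ratio, scaled EC20-to-EC100 acetylcholine; Repeats: one well per compound, no replicates.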
# CRFBP-R2 block: antagonists of CRF-binding protein/CRF-R2 receptor complex; AID 588475; inhibition, % at 11.8 µM; actives 0.59% (n = 350,000); HEK293 CRF-R2/CRF-BP, CRF-induced calcium fluorescence;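 active = inhibition of the ligand-induced calcium signal above about 50% at the single tested concentration, limit read from the data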
# M4 ag: agonists of human muscarinic M4 receptor (CHRM4); P08173; CHO-K1 hM4/Gqi5, Fluo-8 calcium fluorescence; vehicle 0%, full acetylcholine response 100%; activation, % at 3 µM; actives 0.14% (n = 360,000);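 active = activation above the run mean over all test wells plus 3 SD, cut at about 32% in these data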;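 also: peak over basal fluorescence ratio per well then scaled between controls; 0% = DMSO wells and 100% = acetylcholine at EC100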
# CHRM5 antagonist: blocks acetylcholine activation of human M5 receptor | CHO-hM5 cells, Fluo-8 calcium fluorescence, ACh EC80 | actives 0.59% (n = 360,000) | inhibition, % at 3 µM;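 active = inhibition above a per-plate cutoff, the mean of that plate's test compounds plus 3 SD, cut at about 27% in these data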;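 also: 0% = acetylcholine EC80 with DMSO and 100% = DMSO without agonist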
# CRFBP-R2 agonist: agonists of human CRF-binding protein/CRF-R2 receptor complex; AID 588473; HEK293 CRF-R2/CRF-BP, calcium dye fluorescence (FLIPR); percent of saturating CRF peptide response; activation, % at 13.2 µM; actives 0.46% (n = 350,000);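 active = activation of at least 50%, plus an integration ratio under a set limit after plate pattern correction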;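 also: plate controls were neutral control wells without compound for no effect and CRF at EC100 for full effect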
# M4 antag: antagonists of human muscarinic M4 receptor (CHRM4); inhibition, % at 3 µM; CHO-hM4 cells, ACh EC80, Fluo-8 calcium fluorescence; AID 624125; actives 0.73% (n = 360,000);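 active = inhibition above its plate's cutoff, the mean inhibition of sample wells plus 3 SD, cut at about 27% in these data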;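 also: 0% = acetylcholine EC80 with DMSO and 100% = DMSO without agonist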
# M1 PAM: potentiates human M1 receptor response to acetylcholine | AID 588819 | P11229 | actives 0.088% (n = 360,000) | CHO-K1 hM1, Fluo-8 calcium fluorescence, ACh EC20; 0% = ACh EC20, 100% = maximal ACh | activation, % at 3 µM; in the data active = activation above about 19%, passing the limit was not always enough
# Target sequence (P11229 whole entry, looked up): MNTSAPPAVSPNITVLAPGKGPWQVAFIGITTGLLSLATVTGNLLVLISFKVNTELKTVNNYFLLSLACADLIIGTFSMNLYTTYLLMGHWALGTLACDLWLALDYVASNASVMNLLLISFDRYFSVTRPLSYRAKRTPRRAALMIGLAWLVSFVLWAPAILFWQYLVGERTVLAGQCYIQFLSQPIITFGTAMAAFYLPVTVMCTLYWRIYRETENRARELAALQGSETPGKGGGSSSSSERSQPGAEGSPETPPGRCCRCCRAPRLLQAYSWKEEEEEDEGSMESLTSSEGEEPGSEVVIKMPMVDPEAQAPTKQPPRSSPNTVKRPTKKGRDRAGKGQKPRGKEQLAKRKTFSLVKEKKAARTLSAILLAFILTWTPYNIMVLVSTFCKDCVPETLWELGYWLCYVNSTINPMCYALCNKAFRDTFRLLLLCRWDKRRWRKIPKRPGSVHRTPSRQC
# M4 PAM: potentiates acetylcholine response at human M4 receptor; P08173; CHO-K1 hM4/Gqi5, Fluo-8 calcium fluorescence, ACh EC20; 0% = ACh EC20, 100% = maximal ACh; activation, % at 3 µM; actives 0.4% (n = 360,000);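 active = activation above its plate's cutoff, the mean activation of sample wells plus 3 SD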; also: some results filed as inactive read as strong as hits
# M5 ag: agonists of human muscarinic M5 receptor (CHRM5); actives 0.19% (n = 360,000); AID 624037; CHO-K1 hM5 cells, Fluo-8 calcium fluorescence; 0% DMSO wells, 100% maximal acetylcholine response; activation, % at 3 µM;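 active = activation above the run's mean over test compounds plus 3 SD, cut at about 23% in these data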;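 also: signal is peak over basal fluorescence ratio across the kinetic read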
# * = called active by the depositor; . = no result given.
CRFBP-R2 block	M4 ag	CRFBP-R2 agonist	M5 PAM	M1 PAM	CHRM5 antagonist	M4 PAM	M4 antag	M5 ag	mol
12.5	0.9	-3.9	-0.8	10.5	12.8	10.5	-2.3	-0.9	CCN(Cc1nc2ccccc2c(=O)[nH]1)C(=O)CN1C(=O)NC2(CCCCC2C)C1=O (configuration not stated)
-3.5	2.2	1.2	-3.6	-14.9	0.0	0.1	-13.0	-1.9	O=C(/C(=C\c1ccccc1)c1nc2ccccc2[nH]1)c1ccc(Cl)cc1
-13.1	0.1	0.0	-11.1	-1.5	6.5	-2.1	1.3	-7.4	Cc1cc(N/N=C/c2ccccc2)nc(NCc2ccccc2)n1
-5.4	1.4	-0.3	3.4	2.0	-6.3	3.4	-6.5	-1.3	Cc1c(Cl)cccc1NC(=O)CSC(C)c1nc2ccccc2c(=O)[nH]1 (configuration not stated)
-8.6	0.6	-0.2	6.0	7.4	1.8	-0.5	5.5	-4.5	CCN(CC)S(=O)(=O)c1cccc(-c2nnc(SCC(=O)c3cc(C)n(C)c3C)o2)c1
22.9	3.8	-1.3	-4.9	-4.0	-4.7	-2.3	2.9	-5.4	Cc1cc(OCCCn2ccnc2)cc(C)c1Cl
6.4	3.8	-0.5	-1.9	11.6	6.7	7.6	3.2	-5.4	COCCCn1c(=O)c2sccc2n2c(CCCC(=O)NCc3ccc(F)cc3)nnc12
4.0	1.2	0.1	0.0	0.8	6.0	0.8	1.0	0.7	CC(=O)N1CCC(N(C(=O)Nc2ccc(C)c(C)c2)C2CCCC2)CC1
-6.3	1.8	0.1	-3.2	-0.3	2.2	-1.2	1.7	-1.7	O=C(CN1CCN(c2ccc(F)cc2)CC1)Nc1ccccc1Br
-106.7	2.2	104.0*	7.6	8.7	-8.3	2.6	5.5	-2.5	COc1ccc2ccccc2c1C(O)c1nccn1C (configuration not stated)
-23.0	7.4	-0.2	-10.6	-6.1	-1.5	-1.7	-9.0	-0.2	COc1ccc(/C=C2\SC(=O)N(CCNC(=O)Cc3coc4cc(C)ccc34)C2=O)cc1OC
-2.4	0.8	0.5	1.5	5.6	-7.6	0.0	-16.4	1.5	CC(C)NC(=O)C1CCN(C(=O)N(C)C)CC1
6.1	1.0	0.0	-10.5	17.9	15.8	-6.5	-3.5	-7.0	COc1ccccc1CN1CCCC(CN(CCN(C)C)C(=O)C2CCCC2)C1 (configuration not stated)
1.5	0.6	-0.3	-2.7	2.7	-14.5	-0.8	2.8	-3.3	CCOC(=O)c1sc(N)c(C(=O)OCC)c1COC(=O)C1CC(=O)N(Cc2ccco2)C1 (configuration not stated)
-7.1	0.5	-6.3	0.3	6.8	-5.8	2.1	-13.3	-1.0	CCCCN1CCC(=O)C(C(=O)OCC)=C1C(=O)OCC
3.1	1.3	-1.4	1.2	7.4	4.5	-4.2	8.2	-2.3	CC(=O)c1c(N2CCN(C)CC2)[nH]c(-c2ccccc2)nc1=S
1.5	2.5	-1.3	-30.1	-14.3	3.6	-13.8	3.0	-18.0	COc1ccccc1NC(=S)N(CCN1CCCCCC1)Cc1cccs1
6.2	0.3	-0.3	0.5	1.4	7.4	-1.3	8.5	-1.9	Cn1c2ccccc2c2nnc(SCC(=O)NC3CC3)nc21
-15.1	0.6	-0.1	-4.7	6.8	6.5	0.7	-2.3	-3.3	CCN(CC)S(=O)(=O)c1ccc(C(=O)Nc2cc(C)on2)cc1
1.5	0.2	-0.2	1.8	-3.2	-8.1	-0.4	16.2	-6.0	O=C1Nc2cc(Cl)ccc2C1(N1CCNCC1)C(F)(F)F (configuration not stated)
-0.9	1.2	1.6	-1.9	12.5	16.6	-1.0	1.0	-2.7	Cc1ccc(N(CC(=O)NC2CCCCC2)C(=O)CCC(=O)Nc2nccs2)cc1
-11.1	0.8	1.6	-1.4	-3.3	3.3	-5.6	2.7	-2.4	Cc1ccc(C)c2[nH]c(=O)c(CN(CCN3CCCC3)C(=O)Nc3ccc(F)cc3)cc12
-2.4	1.8	0.1	7.8	10.2	-4.2	0.8	-1.8	-1.5	O=C1CNC(=O)N1CC(O)Cn1c2ccccc2c2ccccc21 (configuration not stated)
-8.6	7.5	-1.5	-10.2	-4.1	5.7	6.9	-9.7	0.8	COc1ccc(C(=O)N/C(=C/c2cccs2)c2nc3ccccc3[nH]2)cc1OC
-57.4	9.3	1.5	-1.5	-2.7	-2.9	-4.0	3.1	1.8	COc1ccccc1N1CCN(CC(=O)Nc2ccc(Cl)c(C(F)(F)F)c2)CC1
-9.5	2.4	0.6	11.0	19.2	15.7	-8.1	5.3	-0.3	O=C(c1cc(S(=O)(=O)N2CCOCC2)c(Cl)cc1Cl)N1CCCCC1CO (configuration not stated)
11.0	0.1	2.0	14.6	10.5	-7.0	5.4	-2.7	2.4	CN(C)CCn1cnc2c1c(=O)n(C)c(=O)n2C
8.4	1.1	-4.1	-5.6	-5.0	2.7	-5.7	8.7	-2.0	CCn1c(Cc2ccccc2)nnc1SCC(=O)Nc1nc(C)cs1
13.9	1.0	-1.2	1.9	8.7	-4.0	5.1	-7.9	-1.7	CCOCCOCCC(C(=O)O)P(=O)(c1ccccc1)c1ccccc1 (configuration not stated)
-14.7	2.5	-2.8	-2.5	4.5	4.3	-3.6	3.2	3.5	Cc1c(C#N)c2ncnc(-c3ccccc3)c2n1-c1ccccc1

# Results in CRFBP-R2 agonist, for some of the entries so far:
SMILES | CRFBP-R2 agonist
O=C(CN1CCN(c2ccc(F)cc2)CC1)Nc1ccccc1Br | 0.1
Cn1c2ccccc2c2nnc(SCC(=O)NC3CC3)nc21 | -0.3

# Further results
CRFBP-R2 block	M4 ag	CRFBP-R2 agonist	M5 PAM	M1 PAM	CHRM5 antagonist	M4 PAM	M4 antag	M5 ag	mol
-6.1	5.7	-0.3	2.4	0.5	-6.8	-0.1	-6.2	2.4	COc1ccc(C(=O)C2CCCN(C(=O)c3csc(SC)n3)C2)cc1F (configuration not stated)
7.5	2.7	-3.0	4.3	7.5	-8.5	5.6	-19.9	-3.5	COCCCNC(=O)c1ccc([N+](=O)[O-])cc1
-6.3	0.1	2.1	0.6	12.7	1.0	-0.3	-1.4	-0.5	COc1ccc(C(=O)N/C(=C\c2cccc([N+](=O)[O-])c2)C(=O)Nc2cccc(C(=O)O)c2)cc1
22.9	2.3	-2.4	-0.5	5.8	-2.3	0.1	9.9	-5.5	COc1cc(C2Sc3ccccc3NC3=C2C(=O)OC3)cc(OC)c1OC (configuration not stated)
-3.6	2.4	-0.7	-3.9	3.0	4.5	1.0	-2.2	-3.5	CCCCC(C(=O)NC(C)c1ccccc1)C(=O)NC(C)c1ccccc1 (configuration not stated)
8.1	-1.1	-0.2	0.8	7.9	-0.1	2.0	-0.8	1.6	COC(=O)c1c(NC(=O)c2c(-c3ccccc3Cl)noc2C)sc2c1CCC2
13.0	1.4	3.5	-2.4	-5.7	3.4	1.4	-5.7	-1.0	Cc1ccc(S(=O)(=O)NCCSc2nnc(N)s2)cc1
-4.8	1.0	0.6	0.2	1.2	1.1	13.8	-10.6	3.6	Cc1c(NC(=O)CSC(=S)N2CCCC2)c(=O)n(-c2ccccc2)n1C
9.4	4.2	1.8	2.6	7.5	5.3	-1.8	-1.6	-0.1	Cc1cc(C(=O)COC(=O)c2ccc([N+](=O)[O-])o2)c(C)n1CC1CCCO1 (configuration not stated)
-9.6	21.9	0.7	-31.0	-3.5	16.9	-10.2	6.3	2.7	COc1cccc(NC(=O)CN(C)C(=O)c2cc(-c3ccccc3)nc3ccccc23)c1
9.8	0.6	-0.5	-2.6	6.3	0.1	10.5	-21.7	-5.4	CC(=O)Nc1cc(NC(C)=O)cc(C(=O)OCC(=O)N(c2ccccc2)C2CCS(=O)(=O)C2)c1 (configuration not stated)
-31.2	1.5	55.0*	-8.3	9.0	8.6	0.6	2.6	1.1	CC(C)N1CCc2c(sc(NC(=S)NC(=O)c3ccccc3)c2C#N)C1
17.9	0.2	-2.1	-0.8	6.5	5.7	5.2	3.7	-4.1	Cc1cc(C)c2c(n1)nn1c(NCCCN(C)C)cc(C)nc21
6.2	-0.2	-0.4	1.4	13.2	-1.1	8.4	-23.0	1.7	COc1ccccc1C(=O)NC(=O)COC(=O)c1ccc(Cl)cc1[N+](=O)[O-]
0.8	0.4	0.0	0.7	6.7	1.6	-4.7	5.8	-3.7	CCCCOc1ccc(C2NC(=O)NC(C)=C2C(C)=O)cc1OCC (configuration not stated)
.	2.3	.	1.8	.	-5.2	15.4	-11.0	3.3	O=C(Nc1ccc2c(c1)OCCO2)C1c2ccccc2OCC(=O)N1C1CC1 (configuration not stated)
18.0	3.6	-6.2	-2.7	12.7	8.9	8.1	-10.6	0.2	CCN(CCO)C(=S)Nc1cc(S(=O)(=O)N(C)C)ccc1C
15.9	-0.5	0.4	3.1	-1.5	-5.6	-1.4	0.7	-4.3	CN(C(=O)c1ccccc1Br)C1CCS(=O)(=O)C1 (configuration not stated)
-9.5	1.6	0.5	3.1	11.6	-10.1	6.8	-7.1	-0.3	COCCN(C(=O)c1snc(C(N)=O)c1N)C(C(=O)NC1CCCC1)c1cc(OC)c(OC)c(OC)c1 (configuration not stated)
-6.4	-0.6	0.2	2.9	4.0	1.1	6.9	6.4	-0.9	COc1cc(C2c3c([nH]c(=O)[nH]c3=O)Nc3ccc4ccccc4c32)cc(OC)c1OC (configuration not stated)
-18.5	7.0	0.1	-11.6	-5.8	17.3	-1.7	-6.6	2.5	CC(C)[C@@H](C(=O)OCC(=O)Nc1ccc2c(c1)OCO2)N1C(=O)c2ccccc2C1=O
-10.7	0.7	0.3	-1.9	-0.8	10.0	3.3	10.1	-0.8	O=C(O)c1c(-c2ccccc2)nnc2ccccc12
-6.7	1.8	0.4	0.8	5.5	16.1	-0.4	5.0	-2.7	CC(C)COc1ccc(C(=O)NNC(=O)CCC(=O)c2cccs2)cc1
-3.0	0.7	-2.6	6.9	8.4	1.6	6.9	-9.1	1.2	CCN(C(=O)CSc1nnc2nc(C)cc(C)n12)c1ccccc1
3.5	0.9	0.4	-3.5	1.6	7.9	-3.0	10.4	-11.6	c1csc(-c2cnc3n2CCCC3)c1
4.6	9.0	-0.3	-4.4	2.2	4.5	-1.9	9.6	1.5	COc1cc(NC(=O)c2cnc(NCc3ccccc3)nc2C)cc(OC)c1OC
13.7	1.7	-2.0	14.0	1.9	0.2	8.8	-12.7	2.9	O=C(COC(=O)C1CC(=O)N(Cc2ccccc2)C1)c1ccc(F)cc1 (configuration not stated)
14.1	1.6	-0.8	-2.5	9.1	14.2	2.5	-0.5	-2.3	Cc1c(NC(=O)Nc2cccc(C(F)(F)F)c2)c(=O)n(-c2ccccc2)n1C
27.0	1.2	-0.8	-1.3	22.4	-3.0	3.9	-5.1	-5.7	Cc1cc(Cl)ccc1C(=O)C1CCCN(C(=O)c2cccnc2C)C1 (configuration not stated)
22.8	3.2	-0.3	1.6	-3.0	0.5	-1.8	4.9	1.8	O=C1COc2ccc(C(=O)c3ccccc3)cc2CN1
1.8	19.9	0.1	-16.3	-5.2	20.3	-21.6	20.2	-10.4	CSc1cccc(NC(=S)N2CCCN(Cc3cccc(Cl)c3)C2)c1

# No enrichment for hits; 2.6% or so of the library scored in one or more.
